Screening data as filed in PubChem.
KCC2 mod = KCC2 cotransporter modulators, thallium flux, primary screen, cell-based, HEK293 KCC2, FluoZin-2 fluorescence, MLSMR | AID 1456, 2008 | KCC2 cells, thallium flux FluoZin-2 fluorescence | Solute carrier family 12 member 5 (Homo sapiens), Q9H2X9 | 190,000 compounds, 2.2% hits | B-score of Tl+ flux slope (higher = more flux/activation; lower = inhibition) at 10 µM;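 active = thallium flux slope and its plate-corrected score both differing from the plate sample mean at a set confidence after two filtering rounds, in either direction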;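 also: slope of fluorescence scaled to starting intensity during 10 to 20 s after thallium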
FXIa inh 1536 = human FXIa protease inhibitors, primary screen, biochemical, 1536-well | Coagulation factor XI (Homo sapiens), P03951 | purified FXIa, Boc-Glu-Ala-Arg-AMC fluorogenic substrate | inhibition, % at 5 µM | 220,000 compounds, 0.14% hits;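 active = inhibition of at least 40%; inactive = inhibition below 40%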;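 also: fluorescence of freed AMC excited at 355 nm; 0% = enzyme without compound and 100% = no enzyme blank; many of its hits are not listed in these tables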
thrombin 1536 = human alpha-thrombin inhibitors, primary screen, counter-screen for coagulation protease inhibitor project, biochemical, 1536-well, fluorogenic AMC substrate. Prothrombin (Homo sapiens), P00734. Boc-VPR-AMC fluorogenic substrate cleavage. inhibition, % at 5 µM. 220,000 compounds, 0.26% hits;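 active = inhibition at or above 40%; inactive = inhibition below 40%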;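 also: 0% = enzyme with no compound and 100% = wells without enzyme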
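Material: human alpha-thrombin protein; Also added: Boc-VPR-AMC substrate, 15 µM final; Timing: enzyme reaction carried out at room temperature; Signal: fluorescence, ex 355 nm, em 460 nm; Measure: % inhibition of thrombin; Controls: enzyme without compound as high, wells lacking enzyme as low.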
FXIIa inh = human FXIIa protease inhibitors, primary screen, biochemical, 1536-well. purified FXIIa, Boc-QGR-AMC fluorogenic substrate, 2 h. inhibition, % at 5 µM. 220,000 compounds, 0.3% hits. AID 800, 2007; in the data active = inhibition above about 40%;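 also: 0% = enzyme with no compound and 100% = blank without enzyme; many of its hits are not listed in these tables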
p97 inhibitor = inhibitors of human p97 ATPase, primary screen, biochemical. Transitional endoplasmic reticulum ATPase (Homo sapiens), P55072. recombinant p97 ATPase, Kinase-Glo ATP luminescence, 3 h. inhibition, % at 8 µM. 220,000 compounds, 0.42% hits; in the data active = inhibition above about 15%;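 also: 0% = DMSO vehicle and 100% = wells lacking enzyme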
Wee1 degr inh = Wee1 degradation inhibitors, primary screen, cell-based, HeLa, Wee1K328M-luciferase, luminescence; HeLa Luc-Wee1K328M stability; 100% = proteasome inhibitor MG132 effect; Wee1-like protein kinase (Homo sapiens), P30291; reporter increase, % at 5 µM; 220,000 compounds, 1.2% hits;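 active = activation above the mean of all tested compounds plus 3 SD, set per screening run, cut at about 8.8% in these data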;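 also: cells exposed to compound for 20 h before luminescence read; 0% = DMSO alone and 100% = MG132 at 30 µM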
hK5 inh = human KLK5 protease inhibitors, primary screen, biochemical, 1536-well; inhibition, % at 5 µM; recombinant hK5, fluorogenic AMC substrate cleavage; 210,000 compounds, 0.59% hits;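 active = inhibition of 40% or more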;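 also: 0% = enzyme controls without compound and 100% = no-enzyme blanks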
Target sequence (Q9Y337 67-293 limits assumed): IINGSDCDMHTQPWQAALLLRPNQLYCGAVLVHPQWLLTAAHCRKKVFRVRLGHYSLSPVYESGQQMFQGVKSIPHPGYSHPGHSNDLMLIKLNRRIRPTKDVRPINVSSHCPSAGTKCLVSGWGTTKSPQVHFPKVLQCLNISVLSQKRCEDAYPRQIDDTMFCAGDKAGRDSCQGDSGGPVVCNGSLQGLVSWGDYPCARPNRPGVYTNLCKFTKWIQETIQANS
Furin inhibitor = human furin inhibitors, primary screen, biochemical, fluorescence intensity | purified furin, fluorogenic substrate cleavage | inhibition, % at 30 µM | 220,000 compounds, 0.061% hits | AID 463115, 2010; in the data active = inhibition above about 25%; also: inactives centre near -15
Target sequence (P09958 108-714 limits assumed): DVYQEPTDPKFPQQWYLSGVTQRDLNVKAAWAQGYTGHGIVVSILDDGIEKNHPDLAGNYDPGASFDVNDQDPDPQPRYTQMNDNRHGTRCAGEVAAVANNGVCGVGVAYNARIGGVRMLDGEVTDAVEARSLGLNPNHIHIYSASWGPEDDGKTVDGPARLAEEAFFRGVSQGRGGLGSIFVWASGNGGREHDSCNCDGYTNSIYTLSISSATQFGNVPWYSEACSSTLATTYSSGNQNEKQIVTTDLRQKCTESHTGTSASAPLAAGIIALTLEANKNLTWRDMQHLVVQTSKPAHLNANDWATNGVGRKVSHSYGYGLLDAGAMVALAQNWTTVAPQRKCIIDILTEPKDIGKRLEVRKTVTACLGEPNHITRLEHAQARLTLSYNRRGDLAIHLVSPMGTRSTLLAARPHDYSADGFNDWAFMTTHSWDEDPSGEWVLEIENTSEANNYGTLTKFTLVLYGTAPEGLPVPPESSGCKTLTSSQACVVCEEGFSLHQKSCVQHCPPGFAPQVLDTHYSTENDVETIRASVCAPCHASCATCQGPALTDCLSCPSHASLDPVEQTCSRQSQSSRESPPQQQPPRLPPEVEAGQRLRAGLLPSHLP
PERK inh = block of dimerizer-induced PERK translation repression, primary screen, PERK inhibitor project, CHO PERK-DD cells, SEAP luminescence, HTS; CHO PERK-DD fusion, SEAP luminescence translation reporter; 220,000 compounds, 0.17% hits; inhibition, % at 5.6 µM; Eukaryotic translation initiation factor 2-alpha kinase 3 (Homo sapiens), Q9NZJ5; AID 1416, 2008;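 active = inhibition above the mean inhibition of all tested compounds plus 3 SD, set separately per screening campaign, cut at about 2.9% in these data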;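 also: PERK kinase domain activated by AP20187 dimerizer at 100 nM; 0% = DMSO with dimerizer and 100% = rapamycin at 8.4 µM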
Active calls of the source: *; i = inactive; · = no result given; [ ] = remark or other dose.

1	CCN(CC)C(=O)CSCC(=O)Nc1ccccc1
2	Clc1cccc(N2CCN(c3nnnn3-c3ccccc3)CC2)c1
3	COC(=O)CSC(=S)N1C(C)CCCC1C (stereo unspecified)
4	CCCc1[nH]nc2c1C(c1ccc(OCCN3CCOCC3)c(OCC)c1)C(C#N)=C(N)O2 (stereo unspecified)
5	COc1ccccc1-c1cc(C(=O)Nc2c(F)cc(F)cc2Br)no1
6	CN1CCN(CC(O)COC(c2ccccc2)c2ccccc2)CC1 (stereo unspecified)
7	Cc1ccc(N2C(=O)c3ccccc3C2C(=O)c2ccc(O)cc2O)cc1 (stereo unspecified)
8	C/C=C(\C)C(=O)N1CC2(CC(c3cccc(NC(=O)CC(c4ccccc4)c4ccccc4)c3)=NO2)C[C@H]1C(N)=O (stereo partly specified)
9	CC(C)Oc1cccc(C(=O)C2CCCN(C(=O)c3csnn3)C2)c1 (stereo unspecified)
10	COc1ccc(C2CCCN2C(=S)Nc2cccc(C)c2C)cc1OC (stereo unspecified)
Screen / compound no.,1,2,3,4,5,6,7,8,9,10
KCC2 mod,·,-0.12,0.55,-0.5,0.022,-0.002,1.2,-2.4,0.05,1.1
FXIa inh 1536,1,-1,-4,1,4,11,34,0,-4,-1
thrombin 1536,-5,3,-6,3,4,·,0,-1,-16,-1
FXIIa inh,13,5,1,14,20,10,13,4,6,7
p97 inhibitor,3,-2,1,0,-5,2,6,·,-1,-2
Wee1 degr inh,2,1,-1,2,-1,-1,-1,·,-3,-1
hK5 inh,-5,-1,6,2,1,8,10,-2,-2,·
Furin inhibitor,-24,-26,-23,-12[20 µM],-23,-28,-5,-6,-29,-38
PERK inh,1.4,0.2,0.5,1.4,-1.0,0.7,1.0,·,0.7,1.3

11	O=[N+]([O-])c1cccc(C(=Nc2ccccc2)NO)c1
12	O=C(/C=C\NCC(=O)c1ccccc1)c1ccc2ccccc2c1
13	S=C(NCc1ccccc1)N1CCc2ccccc2C1
14	Cc1onc(-c2c(F)cccc2Cl)c1C(=O)OCc1cnc(Cl)s1
15	CC(C)(C)C(=O)N1CCN(c2ccc([N+](=O)[O-])c(NCc3cccnc3)c2)CC1
16	COc1cc(C2C(C#N)=C(N)Oc3cc(N)ccc32)cc(OC)c1OC (stereo unspecified)
17	COc1ccc(Cl)cc1NC(=O)Nc1ccccc1C(N)=O
18	O=C(NN=c1c(=O)c2ccccc2c1=O)c1ccccc1
19	COc1cc(/C=C/C(=O)O)cc(S(=O)(=O)Nc2ccccc2Oc2ccccc2)c1OC
20	On1nnc2ccccc21
Screen / compound no.,11,12,13,14,15,16,17,18,19,20
KCC2 mod,0.28,-0.47,-1.8,0.28,-0.097,-0.39,-0.95,8.6*,0.014,0.082
FXIa inh 1536,8,-7,-1,-2,3,2,2,-1,0,1
thrombin 1536,1,-12,-3,3,-1,3,2,-6,1,3
FXIIa inh,8,9,5,7,7,2,-3,9,10,11
p97 inhibitor,3,1,0,2,-6,4,5,5,4,-2
Wee1 degr inh,1,2,2,-3,1,2,-1,-2,-2,1
hK5 inh,-6,-1,·,-8,11,-17,-3,5,5,1
Furin inhibitor,-10,-8,-26,-9,20,-21[20 µM],-4,-3[20 µM],-18,-4
PERK inh,1.6,-0.7,1.8,0.7,-1.4,0.6,0.6,0.7,1.2,1.1

21	COc1ccc(C(=O)NC(=S)N2CCCCC2)cc1[N+](=O)[O-]
22	COc1cc(NC(=O)c2ccc(OC)c([N+](=O)[O-])c2)ccc1NC(=O)c1ccco1
23	CCOc1ccc(C(=O)NCC(=O)OCc2c(F)cccc2Cl)cc1
24	COc1cccc(C(=O)C2CCCN(Cc3cccc(-n4cccn4)c3)C2)c1 (stereo unspecified)
25	CC1CCCN(C(=S)Nc2ccc3nc4n(c(=O)c3c2)CCCCC4)C1 (stereo unspecified)
26	Cc1nc2ccc(S(=O)(=O)N(C)CC(=O)N3CCc4ccccc4C3)cc2s1
27	CCOc1ccc(CCNC(=O)C2CCCN2C(=O)OCc2ccccc2)cc1OCC (stereo unspecified)
28	COc1ccc(OCC(=O)OC2CCN(C)CC2)cc1
29	CCNC(=S)N1CCN(CCNC2=CC(=O)CC(C)(C)C2)CC1
30	O=C(NC(Cc1c[nH]c2ccccc12)C(=O)O)c1ccco1 (stereo unspecified)
Screen / compound no.,21,22,23,24,25,26,27,28,29,30
KCC2 mod,6.8*,-0.6,-2.2,-1.2,0.27,·,-1,0.2,-0.82,·
FXIa inh 1536,2,3,3,19,6,5,-4,-1,-1,4
thrombin 1536,-6,2,-5,-6,1,1,-14,-1,-10,2
FXIIa inh,4,11,6,4,9,16,4,7,6,4
p97 inhibitor,2,-4,-1,4,4,-1,-8,-3,1,0
Wee1 degr inh,2,-3,0,2,-2,-1,0,1,-2,-2
hK5 inh,-16,5,-13,0,-10,5,-7,-6,2,4
Furin inhibitor,-1,-10,-11,-13,-34,-18,-9,-15[20 µM],-18,-9[20 µM]
PERK inh,0.1,-1.8,0.4,-1.5,-0.4,-0.5,-1.4,0.6,1.4,0.7

31	CN1CCN(S(=O)(=O)c2ccc(NC(=O)Cc3cccs3)cc2)CC1
32	CC1CN(c2cc(=O)n(-c3cccc(Br)c3)c(=O)[nH]2)CC(C)O1 (stereo unspecified)
33	O=C(Nc1ccccc1)Nc1ccc(S(=O)(=O)N2CCCCC2)cc1
34	Cc1cc(Cl)ccc1OCCCC(=O)OCC(N)=O
35	CCn1c(C(C)NC(=O)c2cccc(C)c2)n[nH]c1=S (stereo unspecified)
36	O=C(NNc1cc(N2CCCC2)nc(N2CCCC2)n1)c1ccc([N+](=O)[O-])cc1
37	O=C(CCl)N1N=C(c2ccco2)CC1c1cccs1 (stereo unspecified)
38	CCOc1ccc(C(=O)CSCCC(=O)O)cc1
39	Cc1nnc(SCCn2c(N3CCC(C)CC3)nc3c2c(=O)[nH]c(=O)n3C)s1
40	COc1ccc(OC)c(-c2cc(C3CCN(C(=O)OC(C)(C)C)CC3)[nH]n2)c1
Screen / compound no.,31,32,33,34,35,36,37,38,39,40
KCC2 mod,0.16,-0.31,1.9,-0.12,-1.4,·,-1.2,0.8,0.012,0.65
FXIa inh 1536,3,4,2,-5,-8,-1,6,12,-1,0
thrombin 1536,4,-1,-10,-6,-6,-10,0,5,0,-1
FXIIa inh,18,14,1,7,-1,10,7,-1,10,9
p97 inhibitor,-4,·,-4,9,0,2,2,3,1,-1
Wee1 degr inh,5,·,0,1,-2,-3,1,2,-2,2
hK5 inh,-24,-3,-3,-2,4,9,-7,-18,-6,·
Furin inhibitor,-18[20 µM],-25,-21[20 µM],-19,-16,-19,-11,-20,-11[20 µM],-24
PERK inh,-0.2,·,-0.3,-0.2,0.8,-0.3,1.3,1.7,-0.3,1.0

41	CCc1nnc(NC(=O)CSc2nnc(CNc3ccc(Cl)cc3)o2)s1
42	CCOC(=O)C1=C(c2ccccc2)NC(SC)=C(C#N)C1c1cccnc1 (stereo unspecified)
43	CCN(CC)C(=S)SCC(=O)NC12CC3CC(CC(C3)C1)C2
44	S=C(Nc1cccc(Cl)c1)NC1CCCCC1
45	COc1ccc(/C=C/C(=O)NCC(=O)N/N=C/c2cc(Br)ccc2OC)cc1
46	COc1ccc(CN2CCN(C(=O)c3ccc4nc(N5CCOCC5)sc4c3)CC2)c(OC)c1OC
47	Nc1nc(CN2CCN(c3ccccc3F)CC2)nc(Nc2ccc3c(c2)OCCO3)n1
48	CNc1oc(-c2ccc(C)cc2)nc1P(=O)(c1ccccc1)c1ccccc1
49	CCOC(=O)N1CCC2(CC1)C(C#N)=C(N)Oc1c2sc2nc(C)cc(C)c12
50	Cc1cc2ccccn2c1C(=O)c1cccc(S(=O)(=O)N2CCOCC2)c1
Screen / compound no.,41,42,43,44,45,46,47,48,49,50
KCC2 mod,·,-0.76,-0.51,-1,0.3,-0.31,-0.11,0.046,0.32,-0.037
FXIa inh 1536,17,9,7,-9,6,2,2,6,3,-2
thrombin 1536,-2,-2,-1,-2,2,20,0,4,-5,3
FXIIa inh,18,8,10,2,13,12,13,8,14,5
p97 inhibitor,1,1,0,-3,4,-8,-2,-6,3,2
Wee1 degr inh,-1,2,0,0,1,-1,-2,8,-1,0
hK5 inh,1,-6,-10,-3,7,20,-2,-14,-15,-1
Furin inhibitor,7,-17,-20,-21[20 µM],-19[20 µM],2,-13[20 µM],-10[20 µM],-12[20 µM],-10
PERK inh,0.1,-1.0,0.3,0.5,0.0,-1.0,-0.7,-1.2,0.2,1.1

51	Cc1c(=O)n(OCc2ccccn2)c2ccccc2[n+]1[O-]
52	Cc1ccc(CO/N=C/C2=C(Cl)c3ccccc3CC2)cc1
53	O=C(NCc1ccc2c(c1)OCO2)c1ccc(C2SCC(=O)N2Cc2ccco2)cc1 (stereo unspecified)
54	Cc1ccc(P(=O)(CC(=O)O)c2ccc(C)cc2)cc1
55	COc1ccc(NC(=O)CSc2nc3c(c(-c4cccs4)c2C#N)CN(C)CC3)cc1OC
56	COCCNC(=O)/C(C#N)=C/c1ccc(N2CCOCC2)o1
57	S=C(NCC1CCCCC1)Nc1cccnc1
Screen / compound no.,51,52,53,54,55,56,57
KCC2 mod,·,1.3,0.35,0.0037,-0.92,i,0.39
FXIa inh 1536,8,-1,3,1,-12,21,-6
thrombin 1536,4,3,2,-1,-7,5,-7
FXIIa inh,14,7,9,-1,-21,17,-2
p97 inhibitor,2,5,-2,5,10,4,-4
Wee1 degr inh,-2,3,2,-4,-1,-3,1
hK5 inh,-9,-22,-12,5,-5,-4,-15
Furin inhibitor,1[20 µM],-22[20 µM],-7[20 µM],-18,-13[20 µM],4,-7
PERK inh,-0.3,1.8,-0.7,0.1,-0.3,1.3,0.5
